SSB-PriA inh = blocks PriA binding to SSB C-terminal tail; AlphaScreen SSBct-PriA binding, biotinylated peptide; inhibition, % at 33 µM; 430,000 tested, 0.6% active; in the data active = inhibition mostly above about 37%, no sharp cut-off; inactive = mostly below about 20%;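 note: plate controls were negative control peptide for no effect and reference peptide for full effect; strong numbers were not always called active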
Numbers without * were called inactive; i = inactive; & = joins results of further samples.

entry	structure	SSB-PriA inh
1	N#CC(=NNc1ccccc1)C(=N)N1CCCCC1	7
2	Cc1ccc(S(=O)(=O)N2CCCCC2)cc1C(=O)O	-7
3	COC(=O)C(C)Sc1nc(C(F)(F)F)cc(=O)[nH]1 (stereo not drawn)	-4
4	O=C(CCSc1ccccc1)N1CCN(c2ccc3nnc(-c4ccco4)n3n2)CC1	-13
5	CCOC(=O)C(C(=O)OCC)C(C)(C)C(C)=NNc1ccc([N+](=O)[O-])cc1[N+](=O)[O-]	23
6	Cc1ccc2cccc(C(=O)NCC3CCCN3c3ccccc3)c2n1 (stereo not drawn)	-2
7	CCOC(=O)C(C)Sc1nnc(Cc2cc(=O)[nH]c(=O)[nH]2)n1-c1cc(C)ccc1C (stereo not drawn)	-6
8	Cc1ccc(O[C@H]2CCN(C(=O)c3cc(C4CC4)on3)C2)nn1	-12
9	O=C(C[C@@H]1C/C=C/C[C@@H](Cc2ccc(F)cc2)C(=O)OC[C@H]2CCCN2C1=O)NCCO	-11
10	COc1cc(C(=O)NCC(=O)NN=Cc2cccc(OC(=O)c3ccco3)c2)cc(OC)c1OC	-7
11	CC1(C)CC(=O)CC(=NNC(=O)Cc2ccccc2)C1	-22
12	Cc1ccc(NC(=O)Nc2c(C)nc3sccn3c2=O)cc1	2
13	N=C1SCC(=O)N1c1ncc(Cc2ccccc2F)s1	11
14	CC1=C(C)C(=NOS(=O)(=O)c2ccccc2)C=CC1=O	-9
15	COc1cn(-c2ccc(F)cc2)nc1C(=O)NCc1ccccc1Cl	-10
16	Cc1ccc(N2C[C@@H](CNC(=O)NCc3ccc(F)cc3)CC2=O)cc1	0
17	Cc1cc(C)n(CCC(=O)NCc2nc(-c3cccn3C)no2)n1	-7
18	COc1ccc(Nc2nc(Nc3cccc(Cl)c3C)nc(N3CCOCC3)n2)cc1	3
19	Cc1nn(C)c(C)c1S(=O)(=O)NCCn1nc(-c2ccncc2)cc1C1CC1	2
20	CCOC(=O)c1csc(NC(=O)CCOc2ccccc2)n1	13
21	CCOc1cccc2c1Oc1nc(-c3ccccc3)nc(SCc3ccccc3)c1C2	-10
22	Cc1ccc(S(=O)(=O)/C(C#N)=C/N2CCN(Cc3ccccc3)CC2)cc1C	6
23	CCc1ccc[n+](OC(=O)N(C)C)c1	1
24	CN(CC(=O)Nc1cccc(C(F)(F)F)c1)S(=O)(=O)c1cccc2cnccc12	2

A draw from above in order of formula weight, lowest first:
entry	structure	SSB-PriA inh
19	Cc1nn(C)c(C)c1S(=O)(=O)NCCn1nc(-c2ccncc2)cc1C1CC1	2
24	CN(CC(=O)Nc1cccc(C(F)(F)F)c1)S(=O)(=O)c1cccc2cnccc12	2
21	CCOc1cccc2c1Oc1nc(-c3ccccc3)nc(SCc3ccccc3)c1C2	-10

Going on with the list:
entry	structure	SSB-PriA inh
25	Cc1noc(CNC(=O)Cc2ccc(-c3ccccc3)cc2)n1	-10
26	O=C(COc1ccccc1F)NCCn1ncc2c(NCCc3ccccc3)ncnc21	-14
27	C/C(C=NNC(=O)c1cc(-c2ccncc2)nc2ccccc12)=C\c1ccco1	-10
28	CSc1nnc(CCc2c(C)[nH]c(=O)[nH]c2=O)o1	-4
29	COC(=O)c1ccc(C(=O)N2CC(Oc3nccs3)C2)cc1	-1
30	C=CCNC(=O)Cc1csc(NC(=O)OC)n1	-1
31	C=CCn1c(N=Cc2ccc(OC)cc2)nc2ccccc21	11
32	NC(=S)NN=Cc1ccccc1OCc1ccccc1	12
33	CCOC(=O)C(C(=N)NC(=O)Nc1ccccc1)=C(C)O	8
34	Cc1cc2c(SCC(=O)Nc3nccs3)ncnc2s1	5
35	O=C(O)CCC(=O)Nc1ccc(Cl)cc1C(=O)c1ccccc1	3
36	CCc1nnc2ccc(N3CCN(S(=O)(=O)c4ccccc4C(F)(F)F)CC3)nn12	-7
37	O=C(COc1ccccc1)Nc1nc(-c2ccc(Cl)c(Cl)c2)cs1	-4
38	Cc1cccc(NC(=O)Cn2c(C)cc(C)c(-c3nc(-c4ccc(Cl)cc4)no3)c2=O)c1C	-7
39	O=C(CSc1nnnn1-c1ccccc1)N1CCC(c2noc3ccc(F)cc23)CC1	-18
40	Cc1ccc(NC(=O)c2sccc2S(=O)(=O)N(C)c2ccc(Cl)cc2)cc1	-14
41	Cc1nn(-c2ccccc2)c(C)c1C=NNC(=O)c1ccccc1NS(=O)(=O)c1cccs1	6
42	CC1Cc2c(NC(=O)c3ccc(S(=O)(=O)N(C)C)cc3)nn(C)c2NC1=O (stereo not drawn)	3
43	CCOc1ccc(NC(=O)N2CCN(c3ccc4nnc(-c5ccco5)n4n3)CC2)cc1	2
44	CCCC(=O)Nc1sc(C(=O)OCC)c(C)c1C#N	-4
45	CCCc1cc(=O)n(CC(=O)Nc2ccccc2CC)cn1	-14
46	O=C1CC(c2nc(-c3ccncc3)no2)CN1c1cccc(Cl)c1 (stereo not drawn)	-9
47	Cc1c(C(O)=C2C(=O)C(=O)N(CCN(C)C)C2c2ccccc2)cnn1-c1ccccc1 (stereo not drawn)	-9
48	Cc1noc(C)c1CCC(=O)N1CCC(S(=O)(=O)c2ccc(F)cc2)CC1	-2
49	NC(=NOC(=O)CCc1ccccc1)c1ccccc1Cl	-62
50	Cc1ccc(NC(=O)CC2CCCCN2S(=O)(=O)c2cccs2)cc1Cl (stereo not drawn)	9
51	O=C(Cc1cccs1)NCCn1ncc2c(N3CCN(Cc4ccccc4)CC3)ncnc21	8
52	O=S(=O)(NCCn1ccnc1-c1ccccn1)c1cccs1	11
53	COc1ccccc1CNC(=O)c1cc(=O)c(OC)cn1C	-7
54	COc1ccc2nc(-c3ccc(C)c(NC(=O)c4c(F)cccc4Cl)c3)cn2n1	2
55	CCSc1nnc(NC(=O)CSCc2ccco2)s1	-6
56	CC(C)c1ccc(NC(=O)N2C[C@H]3C[C@H](C2)c2cccc(=O)n2C3)cc1	8
57	CCOc1cc(C=NNc2ccccc2Cl)ccc1OCC(=O)O	-1
58	Cc1ccc(C)c(S(=O)(=O)Nc2ccc(O)c(Sc3nc4ccccc4s3)c2)c1	20
59	CC1SCC(=O)N(CC(=O)Nc2ccc(Cl)cc2)C1=O (stereo not drawn)	1
60	O=C(c1ccno1)N1CCCCC(c2ccc(Cl)cc2)C1 (stereo not drawn)	-6
61	Nc1nc(SCC(=O)Nc2ccc(Cl)cc2)ncc1S(=O)(=O)c1ccccc1	5
62	C=CCn1c(SCC(=O)Nc2ccc3c(c2)OCCO3)nc2scc(-c3ccc(C)o3)c2c1=O	-11
63	Cc1noc(C)c1S(=O)(=O)NCCn1nc(C(F)(F)F)n(C)c1=O	-9
64	COc1ccc(Cl)c2sc(N(CCN(C)C)C(=O)c3ccco3)nc12	4
65	CC1(C)CS(=O)(=O)N(c2ccc(Cl)c(C(=O)NCc3ccco3)c2)C1=O	5
66	CC(=NNC(=S)NC(C)C)c1ccc(C(C)(C)C)cc1	8
67	COc1ccc(C(=O)Nc2cccc(C(=O)NN=Cc3ccc(OC)cc3OC)c2)cc1	11
68	Cc1cccc(C)c1NC(=O)c1nnn(Cc2nc(-c3ccccc3)oc2C)c1C	10
69	O=C(CN1CCC(COCc2ccccc2)CC1)Nc1ccc(OC(F)(F)F)cc1	-11
70	Cc1cc(NC(=O)Cn2cnc3c(nnn3Cc3ccc(Cl)cc3)c2=O)no1	4
71	CCCC(=O)Nc1ccc(S(=O)(=O)NCCn2cnc(C)c(C)c2=O)cc1	-6
72	CCCCOc1ccc(C(=O)NCc2nnc(SC)n2-c2ccc(F)cc2)cc1	-4

Nos. 61 through 64 from above:
entry	structure	SSB-PriA inh
61	Nc1nc(SCC(=O)Nc2ccc(Cl)cc2)ncc1S(=O)(=O)c1ccccc1	5
62	C=CCn1c(SCC(=O)Nc2ccc3c(c2)OCCO3)nc2scc(-c3ccc(C)o3)c2c1=O	-11
63	Cc1noc(C)c1S(=O)(=O)NCCn1nc(C(F)(F)F)n(C)c1=O	-9
64	COc1ccc(Cl)c2sc(N(CCN(C)C)C(=O)c3ccco3)nc12	4

Following part:
entry	structure	SSB-PriA inh
73	CC(C)NC(=O)C(=O)NCC1CCN(Cc2ccccc2)CC1	-13
74	COc1ccc(C)cc1NC(=O)CON=C(N)CC(=O)Nc1ccccc1OC	-11
75	COc1ccccc1CCNC(=O)Cc1csc(Nc2ccc(S(C)(=O)=O)cc2)n1	3
76	O=C(Nc1ccc(Cl)cn1)c1cccnc1-c1nc2ccccc2s1	-12
77	O=C(Cc1cc(=O)[nH]c(SCc2ccccc2)n1)NCCc1ccc(Cl)cc1	-16
78	CCOc1ccc(Nc2nc(N3CCN(c4ccc(F)cc4)CC3)nc3c2cnn3-c2ccccc2)cc1	7
79	Cc1ccc(/C=C/S(=O)(=O)NCc2sc(-c3ccco3)nc2C)cc1	7
80	Cc1ccc(C)c(Cn2nc(-c3ccco3)c3sc(N4CCOCC4)nc3c2=O)c1	-6
81	CCOc1ccccc1NC(=O)NCC(c1ccsc1)N(C)C (stereo not drawn)	0
82	Cc1nc(N2CCN(C(=O)COc3ccc(Cl)cc3Cl)CC2)cc(-n2cccc2)n1	2
83	Cc1cccc(-n2nc3c(c2-n2cccc2)CN(C(=O)c2cc(C)oc2C)C3)c1	-4
84	O=C(c1ccccn1)N1CCN(C2CC2)C[C@@H]1Cc1ccccc1	-13
85	Cc1ccc(S(=O)(=O)Nc2ccc3c(c2)OCC(C)(C)C(=O)N3)cc1C	3
86	NC(=NOC(=O)c1ccoc1)c1ccc(Br)cc1	-26
87	COc1ccc(C(=O)/C=C/c2ccc(/C=N\N(C)C)cc2)cc1OC	5
88	Cc1ccc(NC(=O)Cn2nc3ccc(SC(C)(C)C)nn3c2=O)c(C)c1	-6
89	COc1ccc(NC(=O)C23CCC(C)(C(=O)C2Br)C3(C)C)cc1 (stereo not drawn)	-9
90	CCCN(CCC)S(=O)(=O)c1ccc(C(=O)Nc2nc3cc4c(cc3s2)OCO4)cc1	-1
91	Cc1cc(C)n2nc(SCC(=O)c3ccc(O)c(O)c3)nc2n1	-5
92	O=C(COc1ccccc1F)NCC1CCN(C2CCCC2)CC1	-15
93	O=C(c1ccccc1F)N1CCN(Cc2nc(C3CC3)cs2)CC1	-19
94	COCC(C)(O)CNC(=O)c1cccn(C)c1=O (stereo not drawn)	-4
95	O=C(NCCN1CCN(c2ccccc2)CC1)C(=O)Nc1ccccc1Cl	-9&-1
96	Cc1ccc(C)c(N2CC(O)(c3ccc4c(c3)OCCO4)[N+]3=C2CCCC3)c1 (stereo not drawn)	2
97	O=C(NCc1cccs1)Nc1ccccc1-c1cn2ccsc2n1	-3
98	O=C(CN1CCOCC1)Nc1sc2c(c1C(=O)Nc1ccc(F)cc1)CCCC2	-7
99	COc1cc(NC(=O)CCC(=O)O)c2ncccc2c1	-4
100	CCOc1ccc(-n2nnc3c(=O)n(Cc4nc(-c5ccccc5Cl)no4)cnc32)cc1	-6
101	Cc1nn(C2CCS(=O)(=O)C2)c2nc(-c3ccco3)cc(C(=O)NCc3cccs3)c12 (stereo not drawn)	1
102	COc1cc(C(=O)Nc2ccc3nc(-c4ccc(F)cc4)cc(OC)c3c2)cc(OC)c1OC	6
103	CCC(=O)Nc1nnc(SCC(=O)N2CCc3ccccc32)s1	3
104	COc1ccc(Cl)cc1S(=O)(=O)Nc1ccc2c(c1)N(C(=O)C1CC1)CC2	-9
105	CC(C)S(=O)(=O)c1ccc(N2CCN(Cc3ccccc3)CC2)nn1	-8&29
106	CCOc1cccc2sc(N(CCn3nc(C)cc3C)C(=O)c3ccccc3S(C)(=O)=O)nc12	-13&12
107	CN(C)[C@@H](CNC(=O)C(=O)Nc1cccnc1)c1ccc2c(c1)CCO2	-1
108	COc1ccccc1OCC(=O)N1CC[C@H](Oc2cncc(N(C)C)n2)C1	-6
109	Brc1ccc(/C=N\N2CCN(c3ccccn3)CC2)cc1	9
110	Cc1cn2c3c(=O)[nH]c(=O)n(C)c3nc2n1CCCN1CCN(c2ccccc2F)CC1	-14
111	CCNS(=O)(=O)c1cc(C)c(Cl)cc1C	-14
112	O=C(C1CCc2nc[nH]c2C1)N1CCN(Cc2ccc3c(c2)OCO3)CC1 (stereo not drawn)	0
113	COc1ccc(O)c(/C=N/NC(=O)CSc2cccc3cccnc23)c1	i
114	COc1ccccc1NC(=O)Nc1c[nH]c2ccccc12	15
115	O=C(Nc1nnc(C2CCCO2)o1)c1ccc([N+](=O)[O-])o1 (stereo not drawn)	1
116	O=C(Nc1ccc(Br)cc1)c1ccno1	-24
117	CCOC(=O)C1CCN(C2=NS(=O)(=O)c3ccccc32)CC1	10
118	CC(=NNC(=O)COc1cc(C)cc(C)c1)c1ccc(N2CCOCC2)cc1	-1
119	COc1cccc(C=NNC(=O)Cn2nnc3ccccc32)c1O	17
120	O=C(Cc1ccc(Cl)cc1)NCC1COC2(CCCCC2)O1 (stereo not drawn)	2
121	CN(C)S(=O)(=O)c1ccc(C(=O)NCCn2nc(-c3ccco3)n(C3CC3)c2=O)cc1	-6
122	COc1ccc(CC(=O)NCCS(=O)(=O)N2CCN(c3ncccn3)CC2)cc1	3
123	COc1cccc(NC(=O)CN2CCN(Cc3nc(-c4ccc(F)cc4)cs3)CC2)c1	-4
124	O=C(Cc1cc(=O)[nH]c(SCc2ccc(F)cc2)n1)Nc1ccc2c(c1)OCO2	5
125	O=C(Nc1nc2c(s1)CN(C(=O)C1(c3ccccc3)CCOCC1)CC2)c1ccoc1	8
126	CC[C@@H](C(=O)NCc1nccc(N2CCOCC2)n1)c1ccccc1	-6
127	Cc1ccc(/C=C/S(=O)(=O)N2CCc3nc(NC(=O)c4cc(C)on4)sc3C2)cc1	-14
128	N#Cc1ccc(COCC2CCN(Cc3ccc(F)c(F)c3)CC2)cc1	-11
129	O=S(=O)(c1ccccc1)C1CC2CCC(C1)N2S(=O)(=O)c1ccccc1Cl (stereo not drawn)	-1
130	CCOC(=O)N1CCN([C@@H](c2ccccc2Cl)c2c(O)cc(C)n(Cc3ccccn3)c2=O)CC1	-13
131	COc1ccc(CC(=O)Nc2sc(-c3ccccc3)cc2C(N)=O)cc1C	-8

Another view of part of the listing above.
#130 CCOC(=O)N1CCN([C@@H](c2ccccc2Cl)c2c(O)cc(C)n(Cc3ccccn3)c2=O)CC1
  SSB-PriA inh = -13
#131 COc1ccc(CC(=O)Nc2sc(-c3ccccc3)cc2C(N)=O)cc1C
  SSB-PriA inh = -8

From PubChem

Only part of the results is shown; count on the stated rates, not on these rows.
